Screening results (PubChem)
APE1 inh = APE1 (human) endonuclease inhibition; P27695; recombinant APE1, TAMRA/BHQ-2 abasic DNA cleavage fluorescence; Potency, µM (doses to about 65.8 µM), inactives show top-dose activity change, negative = inhibition, actives largely listed as inhibitors; 350,000 tested, 0.35% active;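 further: plate controls were vehicle for no effect and reference inhibitor for full effect; nearly all actives have a fitted effect of over 55% in size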
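Readout is kinetic fluorescence (ex 525, em 598 nm) from cleavage of 50 nM TAMRA/BHQ-2 THF abasic duplex by 0.75 nM APE1, compound added 15 min beforehand at RT.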
POLI inh = DNA polymerase iota (human) inhibition. Pol iota fluorescent replication assay, 10 min. Potency, µM (doses to about 115 µM), for inactives: top-dose activity, negative = inhibition, usual class: inhibitors. 390,000 tested, 1% active
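Fluorescent replication assay read twice, at 0 min and 10 min after adding 50 nM (final) substrate. Enzyme (10 nM) and compounds were first incubated 15 min at room temperature; enzyme-free buffer wells were negative controls.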
Pol kappa inh = DNA polymerase kappa (human) inhibition | Q9UBT6 | purified Pol kappa, fluorescent DNA synthesis assay, 10 min | Potency, µM (titrated, usually from 107 µM), for the others: at the highest dose activity, negative = inhibition, hits mostly inhibitors | 400,000 tested, 0.53% active; further: on the % scale 0 is the no-effect control and ±100 the full control effect
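Inhibition of 10 nM Pol kappa is measured by a fluorescent read-out at 0 and 10 min following addition of 50 nM substrate (final), with a 15-min room-temperature compound preincubation.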
Pol eta inh = inhibitors of human DNA polymerase eta | Potency, µM (top dose mostly 114 µM), without a hit: top-dose activity change, negative = inhibition, hits mostly inhibitors | 390,000 tested, 1.2% active | AID 588591 | Q9Y253 | recombinant Pol eta, fluorescent DNA replication assay; further: on the % scale 0 is the no-effect control and ±100 the full control effect
Target sequence (Q9Y253 whole entry, looked up): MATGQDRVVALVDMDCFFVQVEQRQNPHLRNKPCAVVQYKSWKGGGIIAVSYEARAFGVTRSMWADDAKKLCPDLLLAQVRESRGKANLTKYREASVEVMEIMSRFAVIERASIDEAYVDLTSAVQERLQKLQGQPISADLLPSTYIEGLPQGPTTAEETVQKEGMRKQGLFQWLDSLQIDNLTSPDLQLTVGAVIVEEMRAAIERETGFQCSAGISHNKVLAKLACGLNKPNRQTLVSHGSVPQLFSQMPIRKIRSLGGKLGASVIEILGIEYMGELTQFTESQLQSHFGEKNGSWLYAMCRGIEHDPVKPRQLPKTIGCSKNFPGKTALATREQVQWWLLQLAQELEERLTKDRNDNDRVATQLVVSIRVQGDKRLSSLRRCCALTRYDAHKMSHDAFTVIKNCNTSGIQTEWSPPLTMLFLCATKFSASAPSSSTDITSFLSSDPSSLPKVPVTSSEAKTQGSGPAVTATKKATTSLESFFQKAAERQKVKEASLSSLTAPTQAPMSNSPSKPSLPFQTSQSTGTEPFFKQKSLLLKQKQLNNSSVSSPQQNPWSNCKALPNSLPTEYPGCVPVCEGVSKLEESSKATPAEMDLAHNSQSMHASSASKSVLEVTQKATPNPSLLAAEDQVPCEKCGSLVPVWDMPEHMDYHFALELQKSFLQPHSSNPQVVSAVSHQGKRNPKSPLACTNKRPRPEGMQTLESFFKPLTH
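Pol eta at 10 nM preincubated with compounds 15 min at room temperature; reaction started with fluorescent substrate (50 nM final) and read kinetically at 0 and 10 min.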
JMJD2A Tudor inh = inhibitors of human JMJD2A Tudor domain. O75164. AlphaScreen JMJD2A-Tudor / H3K4me3 peptide binding. Potency, µM (series often up to 114 µM), for inactives: at the top dose activity change, negative = inhibition, usual class: inhibitors. 390,000 tested, 4.4% active; further: on the % scale 0 is the no-effect control and ±100 the full control effect; nearly all actives have a fitted effect of over 50% in size
POLB inh = inhibitors of human DNA polymerase beta. Pol beta primer extension/strand displacement, fluorescence kinetic. 340,000 tested, 1.3% active. P06746. AID 485314. Potency, µM (highest dose often 114 µM), without a hit: top-dose activity change, negative = inhibition, most hits filed as inhibitors; further: on the % scale 0 is the no-effect control and ±100 the full control effect
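Preincubation: enzyme (10 nM) with compound, 15 min, RT. Reaction: substrate added to 50 nM final. Reads: 0 and 10 min. Analysis: normalized, Hill fit.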
BAZ2B block = BAZ2B (human) inhibition | 360,000 tested, 4.4% active | AID 504333 | Potency, µM (doses to about 114 µM), for inactives: at the top dose activity change, negative = inhibition, usual class: inhibitors | AlphaScreen BAZ2B-H3K14Ac peptide displacement; further: on the % scale 0 is the no-effect control and ±100 the full control effect; nearly all actives have a fitted effect of over 60% in size
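BAZ2B 50 nM plus b-H3(5-23)K14Ac 50 nM, PBS pH 7.4/0.01% Tween-20, 30 min RT; compound added (max 110 uM), 30 min RT; streptavidin donor/Ni-chelate acceptor beads 10 ug/mL final, 20 min dark; AlphaScreen read.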
BLM helicase inh = blocks DNA unwinding by human BLM helicase; P54132; recombinant BLM DNA unwinding, fluorescence dequenching; Potency, µM (doses to about 56.1 µM), without a hit: top-dose activity change, negative = inhibition, most hits filed as inhibitors; 350,000 tested, 0.2% active;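 further: plate controls were vehicle for no effect and no enzyme for full effect; nearly all actives have a fitted effect of over 35% in size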
G9a block = inhibitors of human histone lysine methyltransferase G9a. 350,000 tested, 8.8% active. G9a H3K9 monomethylation, AlphaScreen, 2 h. AID 504332. Potency, µM (highest dose often 102 µM), inactives show top-dose activity, negative = inhibition, most hits filed as inhibitors. Q96KQ7; further: on the % scale 0 is the no-effect control and ±100 the full control effect; nearly all actives have a fitted effect of over 75% in size
Target sequence (Q96KQ7 913-1193 limits assumed): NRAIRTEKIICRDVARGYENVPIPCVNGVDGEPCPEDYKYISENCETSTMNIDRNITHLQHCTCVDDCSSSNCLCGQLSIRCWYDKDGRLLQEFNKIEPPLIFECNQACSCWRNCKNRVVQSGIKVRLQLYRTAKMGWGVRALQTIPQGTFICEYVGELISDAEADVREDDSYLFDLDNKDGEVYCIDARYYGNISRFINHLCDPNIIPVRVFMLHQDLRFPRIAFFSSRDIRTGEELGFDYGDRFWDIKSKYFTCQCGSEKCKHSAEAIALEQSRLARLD
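G9a (20 nM) was preincubated 15 min with compound, then reacted 2 h at room temperature with 500 nM biotin-H3K9 peptide and 20 µM SAM. Monomethyl-H3K9 detected by AlphaScreen using anti-H3K9me1 antibody.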
* marks the source's active call; other numbers are inactive results; ? = inconclusive; . = no result given; & = joins results of further samples; [ ] = dose if it differs, or a comment. The call rests on the fitted dose curve; in most records, active means well fitted curve in the direction sought with a large enough effect; inconclusive means small, poorly fitted or top-dose-only effect, or another doubt; inactive means no such curve, though single readings can be large; an effect the other way counts as inactive or inconclusive. Potency means the concentration at half of the fitted maximal effect.

SMILES	APE1 inh	POLI inh	Pol kappa inh	Pol eta inh	JMJD2A Tudor inh	POLB inh	BAZ2B block	BLM helicase inh	G9a block
Cn1c(=O)c2c(nc(N3CCOCC3)n2Cc2ccccc2Cl)n(C)c1=O	.	0%	0%	-14%	-16%	31%	-5%	-4%	1%[59 µM]
c1nc(NCC2CCCO2)c2[nH]cnc2n1 (configuration not stated)	.	-24%&41%	1%&-7%&8%	0%	-22%	.	.	.	.
CCN(CC)c1ccc(NC(=O)COC(=O)C23CCC(=O)N2c2ccccc2S3)cc1 (configuration not stated)	-4%	15%	3%	4%	?	-24%	?	4%	?
NC(N)=N/N=C/c1ccc(Cl)c([N+](=O)[O-])c1	-4%	-13%	-5%	-15%	-13%	3%	-23%	-18%	?
CCC1CN(C(=O)N2CCC(C(=O)NCc3cc(OC)c(OC)c(OC)c3)CC2)c2ccccc2O1 (configuration not stated)	15%	21%&-1%	6%&5%	-3%&1%	-14%&-6%	14%&24%	-17%&-17%	0%&1%	27%
Cc1oc2ncn(C)c(=O)c2c1C(=O)NCc1ccc(Cl)cc1	.	3%	11%	-3%	7%	37%	-7%[57.1 µM]	2%	0%[59 µM]
O=C(CN1C(=O)CC(c2ccccc2)=Nc2ccccc21)NCc1ccco1	2%	12%	-4%	-6%	-7%	-24%	-37%	-14%	-21%[12.7 µM]
CS(=O)(=O)N(Cc1cc2ccccc2[nH]c1=O)C1CCCCC1	-4%	7%	-8%	2%	-12%	6%	-21%	1%	48%[12.7 µM]
CC(NC(=O)[C@@H](NC(=O)[C@@H]1Cc2ccccc2CN1)C(C)C)c1ccccc1 (some centres not stated)	70%[activator]	31%[activator]	6%	-11%	-9%	1%	-18%	1%	-50%
COC(=O)Cc1ccc(NC(=O)c2ccc3c(c2)C(=O)N(Cc2ccco2)C3=O)cc1	9%	25%	-5%	-5%	-3%	5%	-2%	-2%	.
CCCNC(=O)N1CCC(n2nccc2NC(=O)CCOc2ccccc2)CC1	-21%	2%	-17%	-1%	-10%	7%	-1%	0%	1%[0.501 µM]
COc1cccc(C(C[N+](=O)[O-])c2c(C)[nH]n(-c3ccccc3)c2=O)c1 (configuration not stated)	-9%	2.5µM*	-4%	-11%	-32%	27%	?	?	10µM*
COc1ccc(NC(=O)CN2CCN(Cc3ccccc3)CC2)cc1	17%	7%	-15%	-1%	-19%	-10%	1%	0%	34%
CCOc1ccc(OCCN2C(=O)NC3(CCCc4ccccc43)C2=O)cc1 (configuration not stated)	-7%	17%	-8%	-16%	-12%	-9%	-4%	-3%	3%[59 µM]
COC(=O)c1ccc(-c2noc(CN3C[C@H]4CC[C@H]3C4)n2)cc1	10%	-12%	3%[60.1 µM]	-13%	-4%	28%	-8%	4%	.

Among those listed so far, these have an NH in an aromatic ring:
SMILES	APE1 inh	POLI inh	Pol kappa inh	Pol eta inh	JMJD2A Tudor inh	POLB inh	BAZ2B block	BLM helicase inh	G9a block
c1nc(NCC2CCCO2)c2[nH]cnc2n1 (configuration not stated)	.	-24%&41%	1%&-7%&8%	0%	-22%	.	.	.	.
CS(=O)(=O)N(Cc1cc2ccccc2[nH]c1=O)C1CCCCC1	-4%	7%	-8%	2%	-12%	6%	-21%	1%	48%[12.7 µM]
COc1cccc(C(C[N+](=O)[O-])c2c(C)[nH]n(-c3ccccc3)c2=O)c1 (configuration not stated)	-9%	2.5µM*	-4%	-11%	-32%	27%	?	?	10µM*

Next part
SMILES	APE1 inh	POLI inh	Pol kappa inh	Pol eta inh	JMJD2A Tudor inh	POLB inh	BAZ2B block	BLM helicase inh	G9a block
Cc1sc2ncn(CC(=O)N3CCN(c4ccc(F)cc4)CC3)c(=O)c2c1S(=O)(=O)N1CCCCC1	.	16%	6%	-11%	-14%	10%	-15%	-2%	-2%[59 µM]
CCOC(=O)N1CCN(C(=O)CN(c2ccc(C)cc2C)S(=O)(=O)c2ccccc2)CC1	.	17%	-1%	-7%	-18%	3%	2%	-1%	15%[59 µM]
COc1ccc(C2=NCCn3nc4ccccc4c32)cc1	12%	-9%	-7%	-4%	-25%	.	6%	.	-8%[2.33 µM]
COc1cccc(N2CCN(C(=O)C3CCC(CNS(=O)(=O)c4ccc(Br)s4)CC3)CC2)c1 (configuration not stated)	.	2%	0%	-3%	-13%	0%	1%	-2%	-1%[59 µM]
O=C(COC(=O)/C=C/c1ccccc1Cl)NCc1ccccc1	-10%	25%	-7%	-12%	-4%	53%	-3%	5%	17%[59 µM]
COC(=O)c1cc(-c2c(C)oc3cc(OC(C)C)ccc3c2=O)c(C)o1	15%	-21%	3%[60.1 µM]	-12%	-24%	25%	12%	-2%	-8%[12.7 µM]
COC(=O)C1CCN(S(=O)(=O)c2ccc(Br)s2)CC1	1%	7%	-20%	-12%	-12%	.	9%	.	4%[2.33 µM]
CC(C)CC(C(=O)Nc1ccc2c(c1)OCCO2)N1C(=O)c2ccccc2C1=O (configuration not stated)	9%	11%	-6%	-8%	-10%	27%	14%	-13%	26%[59 µM]
CCCCc1ccc(-n2c(Cc3cccs3)n[nH]c2=S)cc1	3%	71%[activator]	-14%	-24%	?	?	?	-9%	1.8µM*
O=C1C2C3C=CC(C3)C2C(=O)N1/N=C/c1cc(Br)cc([N+](=O)[O-])c1O (configuration not stated)	2%	?	5%	-14%	?	-1%	-37%	-3%	?
CC(C)=CCC(C)(C)/C=N/NC(N)=O	-3%	81%[activator]	1%	-13%	11%	10%	-35%	-11%	9%[12.7 µM]
COCc1ccc(C(=O)N2CCN(CC(=O)N3CCCC3)CC2)cc1	18%	21%	4%	-17%	7%	.	5%	.	-8%[2.33 µM]
CCOC(=O)N1CCN(c2c(N3CCN(c4ccccc4OC)CC3)c(=O)c2=O)CC1	-2%	-1%	-10%	-9%	-10%	-7%	-1%	-3%	?
O=C(c1ccco1)N1CCN(C(=O)c2cc(-c3ccccc3)nc3ccccc23)CC1	-3%	9%	-3%	9%	?	1%	-4%[57.1 µM]	-1%	-15%[59 µM]
CCn1cnc2c(Nc3cccc(Cl)c3)nc(C#N)nc21	6%	8%	-3%	9%	-12%&-20%	.	?	.	-5%[0.501 µM]
CCn1cc(S(=O)(=O)N2CCN(Cc3ccc(F)cc3)CC2)cn1	3%	95%[activator]	-1%	-21%	-3%[11.4 µM]	15%	-16%	-7%	?
CCOCCc1nnc(NC(=O)COC)s1	4%	-8%	-5%	-9%	-9%	2%	-18%	0%	-32%[12.7 µM]
Clc1ccc2nnnc(-c3ccccc3)c2c1	0%	118%[activator]	-8%	-10%	-1%	26%	-7%	-2%	-2%[59 µM]
CCN(c1ccc(C)cc1C)S(=O)(=O)c1nnc(NC(=O)c2ccc(F)cc2)s1	.	?	-28%	-10%	-26%	18µM*	-38%	-10%	-7%[59 µM]
Cn1c2cc(Br)sc2c2cnn(Cc3c(F)cccc3Cl)c(=O)c21	2%&-12%	11%	-12%	-6%	-18%	.	?	.	16%[12.7 µM]
COc1ccccc1NCC(=O)N/N=C/c1c(O)ccc2ccccc12	-7%	-4%	-12%	-6%	-31%	49%	-21%	-3%	27%[0.501 µM]
CC1=C(C(=O)OCC2CCCCC2)C(c2ccccc2F)CC(=O)N1 (configuration not stated)	.	?	?	-7%	-2%	0%	2%	0%	7%[59 µM]
CCc1cc(=O)oc2cc3occ(-c4ccc(OC)c(F)c4)c3cc12	3%	?	-3%	?	-35%	?	-35%	?	-1%[59 µM]
Cc1cc(NC(=O)NCc2ccc3c(c2)CCN3C(=O)c2ccccc2)ccc1Br	.	-2%	-11%[60.1 µM]	-26%	-14%	?	6%	-7%	19%[59 µM]
CCC(C)[C@H](NC(=O)C1(c2ccccc2)CCN(C(=O)OC(C)(C)C)CC1)C(=O)N[C@@H](C(=O)O)c1ccccc1 (some centres not stated)	18%	31%[activator]	9%	-24%	-12%	7%	0%	-5%	-14%[12.7 µM]
COc1ccccc1C(=O)Nc1ccccc1C(=O)N1C(C)CCCC1C (configuration not stated)	4%	27%	4%	-11%	-1%	22%	-5%	-2%	-11%
CC(=O)c1cc(-c2ccccc2)n(CCC(=O)NC2CCCC2)c1C	12%	64%[activator]	-2%	-17%	-18%	2%	50µM*	-6%	3%
CCOc1cc(N2CCOCC2)c(OCC)cc1NC(=O)c1ccc(=O)n(Cc2ccccc2)n1	-1%	.	.	.	.	-11%	-2%	-1%	22%
N#Cc1cc([N+](=O)[O-])ccc1Oc1cccc(/C=N/NC(=O)c2ccc(Cl)cc2)c1	4%	27%	-11%	-17%	4%	9%	-8%	-2%	35%[12.7 µM]
Cc1c(OC(C)C(=O)NC(Cc2c[nH]c3ccc(O)cc23)C(=O)O)ccc2c1oc(=O)c1ccccc12 (configuration not stated)	-20%	45µM*	?	20µM*	?	2.5µM*	?	2%	.
CCCc1[nH]nc2c1C(c1cc(OC)ccc1F)C(C#N)=C(N)O2 (configuration not stated)	-2%	-13%[58.9 µM]	-20%	-5%	-7%	7%	?	-1%	40µM*
COC(=O)c1c(-c2ccccc2Cl)noc1-c1cnc(N)nc1C(F)(F)F	12%	65%[activator]	4%	-4%	-7%	16%	0%	-12%	14%[59 µM]
Brc1cccc(-c2nnco2)c1	13%	28%	-6%	0%	-15%	-9%	3%	-3%	32%[12.7 µM]
CCn1c(CSc2nc3ccccc3s2)nnc1SCC(=O)c1ccc(O)c(O)c1	18µM*	35µM*	?	?	45µM*	4.5µM*	35µM*	-11%	0.79µM*
COc1cc(C2C(C#N)=C(N)Oc3c2oc(CO)cc3=O)cc(OC)c1OC (configuration not stated)	13%	0%	-8%	-11%	7.1µM*	4%	1%	-4%	?
CC(=O)N1CCc2cc(Br)cc(S(=O)(=O)CCC(=O)NCc3ccc(F)cc3)c21	.	-18%	-6%	-10%	1%	-15%	4%	-9%	9%[59 µM]
O=S(=O)(Cc1ccccc1Cl)NCCOc1ccccc1	-2%	13%	6%	-15%	-11%	9%	15%	-3%	11%[59 µM]

Three entries from above, reformatted.
| smiles | APE1 inh | POLI inh | Pol kappa inh | Pol eta inh | JMJD2A Tudor inh | POLB inh | BAZ2B block | BLM helicase inh | G9a block |
| --- | --- | --- | --- | --- | --- | --- | --- | --- | --- |
| Cc1oc2ncn(C)c(=O)c2c1C(=O)NCc1ccc(Cl)cc1 | . | 3% | 11% | -3% | 7% | 37% | -7%[57.1 µM] | 2% | 0%[59 µM] |
| O=C(CN1C(=O)CC(c2ccccc2)=Nc2ccccc21)NCc1ccco1 | 2% | 12% | -4% | -6% | -7% | -24% | -37% | -14% | -21%[12.7 µM] |
| CS(=O)(=O)N(Cc1cc2ccccc2[nH]c1=O)C1CCCCC1 | -4% | 7% | -8% | 2% | -12% | 6% | -21% | 1% | 48%[12.7 µM] |

This is a subset, so the mix of outcomes need not match the whole.
